# Bioassay records (PubChem BioAssay)
# NTR1 ag: NTR1-driven beta-arrestin-GFP spot formation – imaging, U2OS cells, high content, primary screen (AID 493036) | 0.17% of 330,000 active | activation, % at 20 µM | agonist mode;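 active = activation at or above 40% of the spot to cytoplasm intensity ratio, with at least 20 cells analyzed; inconclusive = wells under 20 cells, flagged as cytotoxic or low count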;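 also: 0% = DMSO without peptide and 100% = 100 nM NTR1 peptide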
# Target sequence (P30989 whole entry, looked up): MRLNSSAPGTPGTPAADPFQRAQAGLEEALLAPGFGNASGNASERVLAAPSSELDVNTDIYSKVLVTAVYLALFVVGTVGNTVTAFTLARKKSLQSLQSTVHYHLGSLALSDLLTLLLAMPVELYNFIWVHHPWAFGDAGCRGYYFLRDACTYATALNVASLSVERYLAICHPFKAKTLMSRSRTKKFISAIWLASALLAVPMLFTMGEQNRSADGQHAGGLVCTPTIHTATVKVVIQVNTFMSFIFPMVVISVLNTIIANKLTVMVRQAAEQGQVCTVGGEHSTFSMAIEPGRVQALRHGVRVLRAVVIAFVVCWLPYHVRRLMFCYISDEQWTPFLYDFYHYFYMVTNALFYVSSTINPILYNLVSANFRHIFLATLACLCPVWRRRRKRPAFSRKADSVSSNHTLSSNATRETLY
# GPR35 antagonists: GPR35 antagonists blocking zaprinast-driven arrestin recruitment, primary screen, imaging, U2OS, beta-arrestin-GFP, zaprinast agonist (AID 2058); one-dose inhibition, % at 10 µM; IC50 in µM for titrated hits; U2OS GPR35 beta-arrestin-GFP translocation imaging, zaprinast antagonism; higher % means a stronger effect; 0.052% of 290,000 active;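 active = inhibition of at least 50% with at least 30 cells and total cytoplasm GFP at most 10,000,000; inconclusive = under 30 cells or total GFP of 10,000,000 plus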
# RSV CPE inhibition: inhibition of RSV-induced cytopathic effect – HEp-2 cells, primary 10 µM value included (AID 2391) | HEp-2 cells, RSV-induced CPE inhibition; higher % means a stronger effect | 0.13% of 310,000 active | CPE inhibition, % at 10 µM, or IC50 in µM where a hit was titrated; in the data active = a potency from the dose series; inconclusive = CPE inhibition mostly from about 23% at the one dose, without a potency; inactive = the rest, 99 in 100 with CPE inhibition below about 21%; also: strong numbers were not always called active
# WT yeast gro inh: growth inhibition of WT yeast, mitochondrial fusion screen; mitochondrial fusion phenotypic screen, WT strain; inhibition, % at 10 µM; 2.1% of 190,000 active; in the data active = inhibition above about 58%; tested in S. cerevisiae
# AID2073: disruptors of CaV2.2 binding to Mint1 – biochemical, HTRF (AID 2073) | 0.19% of 290,000 active | inhibition, % at 20 µM, or IC50 in µM where a hit was titrated | HTRF protein-protein interaction, Mint1-CaV2.2; higher % means a stronger effect; in the data active = inhibition mostly above about 51%, no sharp cut-off; inconclusive = no clear call, values can overlap the other calls; inactive = mostly below about 53%; also: some results filed as inactive read as strong as hits
# UTI89 phage lysis: inhibition of K1F phage lysis, E. coli UTI89, bacterial capsule biogenesis inhibitors, alamar blue (AID 488966); E. coli UTI89 K1F phage lysis, alamar blue, 2 h; higher % means a stronger effect; one-dose inhibition, % at 100 µM; IC50 in µM for titrated hits; 0.02% of 340,000 active;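 active = phage lysis inhibition, versus mean bacterial control, above a set limit; inconclusive = no clear call, values can overlap the other calls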;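 also: capsule biogenesis inhibitors block K1F phage lysis so surviving cells raise fluorescence; higher fluorescence means more inhibition of phage lysis; actives were called in the ten point dose series up to 300 µM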
# Autophagy HCS: autophagy modulation, high-content screen; MEF GFP-LC3 puncta imaging; test concentration mostly 10 µM; calls only at 10 µM (by protocol); 0.98% of 190,000 active; AID 463193;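 active = percentage of spot-positive cells more than 3 SD above its plate mean, without a fluorescence outlier flag or 80% toxicity; inconclusive = no clear call, values can overlap the other calls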;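 also: spot-positive cell cutoff set from DMSO-treated cells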
# LYP phosphatase: PTPN22 lymphoid phosphatase activity blockers – biochemical, fluorescence intensity, uHTS (AID 1779); 0.054% of 290,000 active; recombinant LYP phosphatase, fluorescence intensity; higher % means a stronger effect; inhibition, % at 11.5 µM, or IC50 in µM where a hit was titrated; in the data active = inhibition above about 50%;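 also: plate controls were vehicle with enzyme for no effect and no enzyme for full effect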
# NS5 inhibitors: Dengue-2 NS5 methyltransferase inhibitors, primary screen, biochemical, confirmation dose response (AID 588689) | Dengue-2 NS5 methyltransferase capping enzyme assay, biochemical; higher % means a stronger effect | inhibition, % at 25 µM, or IC50 in µM where a hit was titrated | 0.3% of 340,000 active; in the data active = a potency from the dose series; inconclusive = inhibition above about 29% without an active follow-up result
# WT yeast gro inh mutant strain: recorded beside WT yeast gro inh, whose call it bears; inhibition, %; mitochondrial fusion phenotypic screen, mutant strain inhibition
# Autophagy HCS cell loss 18 h: also measured in Autophagy HCS; calls as there; toxicity, %; measured here: cell loss, nuclei count;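 cell loss after 18 h compound exposure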
# NTR1 ag cell count 20 µM: further read-out of NTR1 ag, marked with its call; cell count; measured here: cell count, cytotoxicity flag
# NS5 inhibitors pilot replicate: recorded beside NS5 inhibitors, whose call it bears; inhibition, %; measured here: pilot screen replicate inhibition
# Starred values were filed as active, the others as inactive; i = inactive; ? = inconclusive; nt = not tested or not shown; [ ] = another dose, or the depositor's remark. This is a random part of the collection; 2.6% or so of the library scored in one or more.
SMILES,NTR1 ag,NTR1 ag cell count 20 µM,GPR35 antagonists,RSV CPE inhibition,WT yeast gro inh,WT yeast gro inh mutant strain,AID2073,UTI89 phage lysis,Autophagy HCS,Autophagy HCS cell loss 18 h,LYP phosphatase,NS5 inhibitors,others
O=C(NCCc1ccccc1)C(c1ccc(F)cc1)N(C(=O)c1csnn1)C1CC1 (stereo not given),-0.1,50,-6%,0.3%,nt,nt,-6%,-0.3%,nt,nt,-4%,-5%,
O=C(CCc1ccc(S(=O)(=O)N2CCOCC2)cc1)Nc1ccc(N2CCOCC2)cc1,-5.4,88,-8%,0.2%,-1,7,-8%,2.2%,i,-10,-2%,-7%,
Cc1cc(C)c(C#N)c(SCc2ccccc2C(=O)O)n1,1.0,56,-5%,3.7%,-5,4,10%,-0.2%,i,1,-2%,-1%,
CCc1cc2cccc(C)c2nc1SCC(=O)Nc1nonc1C,1.4,46,18%,0.2%,2,-5,32%,-1.2%,i,-2,-10%,-11%,
Cc1cc(-c2ccc(C)c(S(=O)(=O)NCCc3ccc(S(N)(=O)=O)cc3)c2)on1,0.5,51,-8%,18%,nt,nt,-1%,0.4%,nt,nt,-11%,-5%,
CCOc1ccc(NC(=O)c2ccccc2CO)cc1,-1.8,68,13%,0.9%,10,9,4%,3.5%,i,11,1%,9%,
COc1ccc2nc(C)cc(Nc3ccccc3O)c2c1,2.4,43,8%,12%,8,8,11%,-0.2%,i,19,-2%,-14%,
O=C(CC1Oc2ccccc2NC1=O)NC1CCCC1 (stereo not given),0.0,52,6%,0.0%,5,2,0%,4.6%,i,9,0%,-1%,
CCC(=O)NCc1c(C)c(C)n(Cc2ccccc2)c1-n1cccc1,0.5,48,-1%,1.1%,6,-3,16%,-0.3%,i,0,-3%,-5%,
COc1cc(Cl)c(C)cc1NC(C)C(=O)Nc1cc(C(F)(F)F)ccc1N1CCOCC1 (stereo not given),1.2,37,4%,15%,65*,32*,-2%,2.7%,i,-6,2%,-1%,
CCCCN(CCCC)CCNC(=O)CN1C(=O)CSc2ccc(S(=O)(=O)N3CCCCC3)cc21,-0.1,74,10%,-3.6%,nt,nt,-6%,0.4%,nt,nt,-7%,-19%,
Cc1cc(Br)ccc1NC(=O)CNC(=O)CSc1n[nH]c(N)n1,-2.4,74,2%,1.3%,-6,-2,1%,0.4%,i,9,4%,-5%,
CC(C)(C)NC(=O)CSc1nncn1NCc1ccccc1,-2.1,89,1%,1.0%,52,10,-7%,0.3%,i,16,-12%,-2%,
Cc1cccc(C)c1-n1c(=O)n(Cc2ccccc2)c(=O)c2[nH]cnc21,0.5,60,-1%,nt,nt,nt,14%,0.1%,nt,nt,-7%,-2%,
COc1cc(CCC(=O)Nc2cc(Cl)ccc2N2CCN(C)CC2)cc(OC)c1OC,1.6,55,5%,-1.9%,8,8,18%,3.6%,i,1,-7%,1%,
O=C(NC(=O)N1CCN(c2ccccc2)CC1)c1ccc(Cl)cc1,-4.0,77,-1%,1.2%,-11,-2,-6%,0.1%,i,-2,-3%,-3%,
Cc1ccc(S(=O)(=O)N2CCOCC2)cc1NC(=O)CN1CCC(Cc2ccccc2)CC1,2.0,96,-1%,10%,19,6,5%,0.1%,i,5,-1%,-1%,
Cc1cc(C(=O)N/N=C/c2ccc3ccccc3c2)n[nH]1,-1.0,59,-2%,1.2%,nt,nt,-4%,0.3%,nt,nt,-10%,-4%,
O=C(O)Cn1ccc2ccccc21,-1.2,80,-7%,1.1%,nt,nt,6%,0.2%,nt,nt,-6%,-8%,
Nc1nc(CSC(=S)N2CCN(c3ccccc3)CC2)nc(Nc2ccccc2)n1,9.3,73,-2%,?,18,13,22%,1.2%[50 µM],i,4,1%,-1%,
COCCCNC(=S)N/N=C/c1ccc(O)cc1,3.2,46,7%,0.1%,nt,nt,-11%,-0.8%,nt,nt,-3%,-2%,
CCn1c(CNC(=O)COc2ccc(C(C)C)cc2)nnc1SCC(=O)Nc1ccc(F)cc1,-0.2,52,-6%,2.4%,nt,nt,-4%,-3.8%,i,-35,1%,-8%,
COc1ccc(C2C=C(c3ccc(C)cc3)Nc3ncnn32)cc1 (stereo not given),nt,nt,5%,nt,6,-2,41%,0.3%,i,1,-3%,6%,
CC1Cn2c(nnc2-c2cccc(Cl)c2)S1 (stereo not given),-2.0,59,6%,1.1%,-3,5,19%,2.3%,nt,nt,-3%,4%,
CCCN1CCC2(CC1)NC(C(=O)O)Cc1c2[nH]c2ccccc12 (stereo not given),-2.2,82,2%,2.2%,nt,nt,-22%,1.3%[50 µM],nt,nt,-9%,0%,
CCn1c(SCc2nc3ccccc3nc2C)nnc1-c1cccs1,-0.3,51,-5%,1.6%,-3,-14,-7%,0.7%,i,-4,-6%,2%,
C=CCn1c(SCC(=O)Nc2ccc3c(c2)OCO3)nnc1-c1ccccc1O,1.6,61,-27%,0.8%,-12,-3,6%,3.2%,i,6,-1%,-10%,
N#CCCN(C(=O)COC(=O)C1=COCCO1)c1ccc(F)cc1,0.6,44,nt,1.2%,nt,nt,nt,0.7%[50 µM],nt,nt,nt,10%,
O=C(NCCSCc1c(F)cccc1Cl)Nc1ccccc1,1.1,76,-24%,38%,nt,nt,49%,0.2%,nt,nt,-2%,-11%,
Cc1[nH]c2ccccc2c1C(=O)C(=O)NCc1cccs1,-0.7,84,22%,1.2%,0,-6,5%,0.0%,i,-2,-4%,3%,
O=C(O)CSCc1ccc(Cl)cc1,-1.9,53,-18%,1.4%,-7,-23,7%,-1.4%,i,-2,-4%,3%,
O=C(CSc1ncn[nH]1)Nc1cccc2ccccc12,-5.3,89,-11%,-0.6%,-3,-4,-11%,-1.3%,i,1,-7%,-2%,
COc1ccc(NC(=O)CC#N)cc1OC,-0.4,94,3%,1.9%,-2,8,0%,5.5%,i,3,0%,0%,
Cc1nn(C(C)c2n[nH]c(=S)n2-c2ccc(F)cc2)c(C)c1[N+](=O)[O-] (stereo not given),-2.7,86,-1%,0.6%,-7,-31,-19%,0.6%,i,-3,-7%,-12%,NS5 inhibitors pilot replicate=-1.1
CCc1ccc(C(=O)NN=C2CCCCCC2)s1,0.3,65,-1%,0.7%,nt,nt,-2%,0.4%[50 µM],nt,nt,-11%,-6%,
Cc1c(C(=O)N2CCCCCC2)oc2ccccc12,0.8,93,-4%,0.6%,8,15,-4%,1.9%,i,-4,-3%,2%,
Cc1ccc2sc(C)[n+](CCCS(=O)(=O)[O-])c2c1,-1.1,105,20%,0.9%,-6,11,14%,0.2%,i,-17,-3%,5%,
O=C(CSc1nc2ccccc2c(=O)n1-c1ccccc1Cl)NC1CCS(=O)(=O)C1 (stereo not given),-2.3,65,nt,0.1%,nt,nt,nt,0.4%[50 µM],nt,nt,nt,-3%,
COCc1ccc(O)c2ncccc12,5.6,35,12%,-4.2%,4,1,2%,-1.4%,i,5,1%,5%,
CC1(C)Cc2c(c(N3CCOCC3)nc3sc(-c4ccc(C(=O)O)o4)c(N)c23)CO1,-0.6,37,-4%,0.8%,-8,-3,-12%,0.5%,i,2,4%,-53%,
O=C(COC(=O)CN1C(=O)COc2ccccc21)NC1CCCCC1,2.1,51,nt,-1.5%,nt,nt,nt,1.1%[50 µM],nt,nt,nt,-8%,
Cc1ccc2nc(CCc3ccc(N)cc3)[nH]c2c1,0.2,59,-7%,1.1%,nt,nt,23%,0.2%,nt,nt,-7%,-1%,
O=C(O)CCC(=O)N1N=C(c2ccc(Br)cc2)CC1c1cccc(Br)c1 (stereo not given),1.5,55,6%,8.1%,nt,nt,10%,-0.1%,nt,nt,-5%,3%,
CC1Cc2ccccc2N1S(=O)(=O)c1cccc(C(=O)NNC(=O)c2ccccc2F)c1 (stereo not given),-0.1,60,nt,3.5%,nt,nt,nt,0.1%[50 µM],nt,nt,nt,-7%,
CC(C)NC(=O)C(c1ccc(F)cc1)N(Cc1ccco1)C(=O)CCC(=O)Nc1ccccn1 (stereo not given),2.4,60,-3%,-0.7%,nt,nt,-5%,0.5%,nt,nt,-7%,-5%,
Cc1[nH]c2ccccc2c1-c1nc(N)sc1C,0.8,82,-6%,2.4%,nt,nt,-17%,-0.2%,nt,nt,-8%,3%,
O=C(NC1CCCCC1)c1cc(C2CC2)nn1-c1ccccc1,0.6,62,nt,-0.1%,nt,nt,nt,1.2%[50 µM],nt,nt,nt,1%,
CCOC(=O)C1=C(C)N(CCCC(=O)NCc2ccc3c(c2)OCO3)C(=O)NC1c1ccc(Br)cc1 (stereo not given),-5.1,56,-18%,-0.6%,4,-22,-9%,nt,i,2,-2%,nt,
CCN1CCN(S(=O)(=O)c2cc3c(cc2Cl)NC(=O)CO3)CC1,1.4,33,26%,3.8%,nt,nt,6%,1.9%,nt,nt,-8%,0%,
Cc1ccc(NC(=O)COC(=O)c2ccc([N+](=O)[O-])o2)cc1S(=O)(=O)N1CCCCCC1,0.9,58,-6%,1.3%,15,10,12%,-0.1%,i,15,5%,-2%,
# Additional results follow.
SMILES,NTR1 ag,NTR1 ag cell count 20 µM,GPR35 antagonists,RSV CPE inhibition,WT yeast gro inh,WT yeast gro inh mutant strain,AID2073,UTI89 phage lysis,Autophagy HCS,Autophagy HCS cell loss 18 h,LYP phosphatase,NS5 inhibitors,others
COc1ccc(OC(C)C(=O)NCCc2nc3ccccc3[nH]2)cc1 (stereo not given),-0.3,55,3%,0.9%,-19,-1,-2%,2.2%,i,-42,-2%,-2%,
Nc1nc(-c2ccccc2)c(-c2ccccc2)n1N,21,101,-2%,5.3%,nt,nt,-2%,0.4%,nt,nt,-7%,-10%,
O=C(CSc1ccccc1)NCc1ccccc1,2.0,67,-9%,0.5%,nt,nt,6%,2.5%,nt,nt,-8%,nt,
CCNc1nc(NCC)n2c(SC(C(=O)Nc3cc(C)ccc3OC)c3ccccc3)nnc2n1 (stereo not given),3.7,54,-6%,16%,-17,-1,-3%,-0.5%,i,8,8%,-2%,
COC(=O)c1ccc(NC(=O)CS(=O)(=O)c2ccccc2)cc1,-0.8,64,-1%,1.5%,nt,nt,13%,-1.1%,nt,nt,-10%,-6%,
Cc1cccn2c(=O)c(C=O)c(N3CCSCC3)nc12,2.8,47,0%,0.4%,nt,nt,20%,0.1%,nt,nt,-6%,-3%,

# 2 entries picked at random from the list so far, as already listed:
SMILES,NTR1 ag,NTR1 ag cell count 20 µM,GPR35 antagonists,RSV CPE inhibition,WT yeast gro inh,WT yeast gro inh mutant strain,AID2073,UTI89 phage lysis,Autophagy HCS,Autophagy HCS cell loss 18 h,LYP phosphatase,NS5 inhibitors,others
Cc1cccn2c(=O)c(C=O)c(N3CCSCC3)nc12,2.8,47,0%,0.4%,nt,nt,20%,0.1%,nt,nt,-6%,-3%,
CCNc1nc(NCC)n2c(SC(C(=O)Nc3cc(C)ccc3OC)c3ccccc3)nnc2n1 (stereo not given),3.7,54,-6%,16%,-17,-1,-3%,-0.5%,i,8,8%,-2%,
